TbPYK inhibitor = qHTS of Trypanosoma Brucei Inhibitors; TbPYK enzyme, Kinase-Glo Plus ATP luminescence, 45 min; pyruvate kinase (Trypanosoma brucei), Q57TT1; 0.12% of 410,000 active; AID 624173, 2012; Potency, µM (highest dose often 76.8 µM), without a hit: at the top dose activity, negative = inhibition, most hits filed as inhibitors; note: potency is the fitted concentration of half-maximal effect; % is set by controls: 0 for no effect and ±100 for the full control effect; nearly all actives have a fitted effect of over 50% in size
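In this concentration-response screen, enzyme-free wells defined baseline while DMSO plates tracked drift. Each reaction combined TbPYK, substrate, compound and 130 uM ADP for 45 min at room temperature. Kinase-Glo Plus luminescence gave the signal.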
Shiga inhibitor = A qHTS for Small Molecule Inhibitors of Shiga Toxin; inhibition, % at 38.7 µM; AID 2315, 2010; 9.2% of 290,000 active; Vero cells, Shiga toxin protein synthesis inhibition reporter; in the data active = inhibition mostly above about 28%, no sharp cut-off; inactive = mostly below about 43%; note: 0% is about no effect
AMA1 RON2 block = qHTS for Inhibitors of AMA1-RON; Towards Development of Antimalarial Drug Lead: Primary Screen. AlphaScreen AMA1-biotinylated RON2 peptide binding. Potency, µM (doses to about 58.2 µM), without a hit: top-dose activity change, negative = inhibition, actives largely listed as inhibitors. 0.2% of 360,000 active. AID 720542, 2013;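 note: potency is the fitted concentration of half-maximal effect; 0% = vehicle wells and -100% = peptide control; nearly all actives have a fitted effect of over 45% in size; some results filed as inactive show a strong effect at the top dose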
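AMA1 (3D7) with his tag at 25 nM final met compounds first, then biotinylated RON2 peptide at 25 nM; detection used donor plus acceptor beads, 10 µg/mL apiece, read by AlphaScreen after 30 min at room temperature.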
Pf growth 48h = Primary qHTS for delayed death inhibitors of the malarial parasite plastid, 48 hour incubation; P. falciparum luciferase growth in erythrocytes, 48 h; Potency, µM (series often up to 28.7 µM), inactives show at the top dose activity change, negative = inhibition, hits mostly inhibitors; 5.9% of 310,000 active; note: potency is the fitted concentration of half-maximal effect; % is set by controls: 0 for no effect and ±100 for the full control effect
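Erythrocytes infected with P. falciparum carrying an integrated firefly luciferase reporter (2% hematocrit, 0.1% parasitemia final) were exposed to compounds in RPMI 1640 with 0.5% Albumax at 37 C, 5% CO2. Growth inhibition was scored as reduced luminescence.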
CHX counter = Cycloheximide Counterscreen for Small Molecule Inhibitors of Shiga Toxin. max response, %. AID 2314, 2010. 12% of 300,000 active. cell reporter, cycloheximide protein synthesis inhibition counterscreen; in the data active = max response mostly above about 13%, no sharp cut-off; inactive = mostly below about 14%; note: read at 38.3 µM for the half of the compounds with a filed dose; 0% is about no effect
Pf growth 96h = Primary qHTS for delayed death inhibitors of the malarial parasite plastid, 96 hour incubation | 6.9% of 320,000 active | P. falciparum luciferase reporter growth, 96 h | Potency, µM (top dose mostly 28.7 µM), for inactives: at the top dose activity change, negative = inhibition, most hits filed as inhibitors; note: potency is the fitted concentration of half-maximal effect; % is set by controls: 0 for no effect and ±100 for the full control effect
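P. falciparum expressing integrated firefly luciferase, in erythrocytes at 2% hematocrit, 0.05% parasitemia, incubated with compounds 96 h at 37 C, 5% CO2. Growth inhibition read as loss of luminescence; two-generation exposure targets delayed-death apicoplast inhibitors.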
LmPK inh = qHTS Assay for Inhibitors of Leishmania Mexicana Pyruvate Kinase (LmPK). 0.37% of 290,000 active. purified LmPK, Kinase-Glo ATP luminescence, 1 h. Potency, µM (highest dose often 57.5 µM), inactives show at the highest dose activity change, negative = inhibition, usual class: inhibitors; note: potency is the fitted concentration of half-maximal effect; % is set by controls: 0 for no effect and ±100 for the full control effect
Target sequence (Q27686 whole entry, looked up): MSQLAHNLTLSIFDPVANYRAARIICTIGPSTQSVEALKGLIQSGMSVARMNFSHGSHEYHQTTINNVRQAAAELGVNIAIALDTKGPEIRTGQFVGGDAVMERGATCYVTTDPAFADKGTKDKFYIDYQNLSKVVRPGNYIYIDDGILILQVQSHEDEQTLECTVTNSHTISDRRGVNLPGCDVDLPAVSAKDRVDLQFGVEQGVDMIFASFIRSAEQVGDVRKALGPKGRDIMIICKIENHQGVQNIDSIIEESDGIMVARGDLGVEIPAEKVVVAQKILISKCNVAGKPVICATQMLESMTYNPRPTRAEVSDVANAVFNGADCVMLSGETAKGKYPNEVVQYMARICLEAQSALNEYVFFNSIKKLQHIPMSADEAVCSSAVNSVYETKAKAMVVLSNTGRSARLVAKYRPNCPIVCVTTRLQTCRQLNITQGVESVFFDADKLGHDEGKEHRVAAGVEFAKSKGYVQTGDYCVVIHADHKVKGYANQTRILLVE
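Purified LmPK (0.1 nM) with 0.5 mM PEP and 0.1 mM ADP in imidazole buffer pH 7.2 with MgCl2/KCl, 1 h at room temperature. ATP formed was read by luciferase luminescence and normalized to no-enzyme and uninhibited controls.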
The depositor's hits bear a star; ? = inconclusive; / = not tested or not shown; & = joins results of further samples; [ ] = another dose, or the depositor's remark. Unless noted, calls come from the whole dose curve; as a rule, active = well fitted curve in the direction sought with a large enough effect; inconclusive = small, poorly fitted or top-dose-only effect, or another doubt; inactive = no such curve, though single readings can be large; an effect the other way counts as inactive or inconclusive.

SMILES	TbPYK inhibitor	Shiga inhibitor	AMA1 RON2 block	Pf growth 48h	CHX counter	Pf growth 96h	LmPK inh
O=C(CN1C(=O)C(=O)N(Cc2ccccc2)C1=O)Nc1ccc(OC(F)F)cc1	4%	/	19%	-19%	/	15%	/
CCN(c1cccc(C)c1)S(=O)(=O)c1nnc(NC(=O)c2ccco2)s1	-26%	-15	15%	22%	-3	?	-4%
O=C(CNC(=O)c1ccccc1)NCCO	-2%	-7	10%	/	1	88%[activator]	-1%
O=C(O)c1cc(-c2ccc(Cl)cc2)n[nH]1	5%	-16	0%	31%[activator]	1	0%	0%
CCN(CC)c1ccc(NC(=O)c2cncc(Br)c2)cc1	4%	60*	-5%	-10%	43*	5%	-8%
COc1ccc(-c2ccc3nnc(SCC(N)=O)n3n2)cc1	2%	18	-5%	15%	7	0%	4%
O=C(NCCc1ccccc1)c1ccc(Cl)c([N+](=O)[O-])c1	-1%	136*	-5%	83%[activator]	64*	30%[activator]	3%
Cc1ccc(-c2n[nH]c(=S)nc2-c2ccc(C)cc2)cc1	-6%	-4	78%[activator]	1%	6	16%	0%
CC(=O)c1ccc(-n2cc(C#N)c(=O)[nH]c2=O)cc1	-5%	11	9%	/	-2	9%	-5%
CCOC(=O)c1c(-c2ccccc2)csc1NC(=O)/C(C#N)=C/c1ccc(OC)c(OC)c1	-6%	-14	-4%	9%	0	8%	-2%
O=[N+]([O-])c1cccc(-c2ccc(/C=N/n3c(-c4ccccc4)n[nH]c3=S)o2)c1	-19%	-6	52%[activator]	-6%	-5	?	2%
CCOc1cc(C2CC(=O)NC(SCC)=C2C#N)ccc1O (centres undefined)	-14%	-12	2%	/	-1	-29%	4%
CN1CCN(C(c2cccnc2)c2ccc3cccnc3c2O)CC1 (centres undefined)	137%[activator]	6	-32%	?	6	/	33%
Cc1cc2c(cc1C)CSC(c1ccc(O)cc1)SC2	4%	1	-7%	72%[activator]	3	1%	-1%
COc1cccc(/C=N/N2CCN(C3c4ccccc4-c4ccccc43)CC2)c1O	-6%	4	0%	13µM*	-1	?	0%
CC(=Nc1ccccc1)C1=C(O)COC1=O	4%	-18	5%	/	-3	-5%	9%
Cc1ccc(S(=O)(=O)N(C)C)cc1-n1c(SCC(=O)Nc2ccc(F)cc2Cl)nc2ccccc2c1=O	-6%	-7	11%[11.6 µM]	13µM*	1	?	5%
CC(C)(CN1CCN(C(c2ccccc2)c2ccccc2)CC1)NS(=O)(=O)c1ccccc1	2%	12	-29%	12µM*	-1	10µM*	0%
O=C(CC(c1ccccc1)c1ccccc1)Nc1ccc(O)cc1	-19%	1	0%	-4%	-2	-20%	-1%
O=C(N/N=C/c1ccc(-c2ccc(Br)cc2)o1)c1ccc2c(c1)OCO2	1%	27	21%	-21%	14	?	0%
O=C(O)CCn1nnc(-c2cccs2)n1	-7%	18	0%	21%	3	/	0%
COc1ccccc1N(C)S(=O)(=O)c1ccc(C(=O)Nc2nccs2)cc1	-7%	/	96%[activator]	15µM*	/	?	/
COc1c(F)cccc1C1=CC(=O)C[C@H](c2ccc3c(c2)OCO3)C1	1%	/	-19%	19%	/	?	/
CC(NS(C)(=O)=O)C(c1cccs1)N1CCN(C)CC1 (centres undefined)	1%	9	13%	-19%	-2	-1%	2%
CC(C)(C)N(Cc1cc2ccccc2[nH]c1=O)C(=O)C1CCCCC1	-12%	-8	-2%	?	-4	-26%	1%
O=C(c1ccco1)N1CCC(c2nc3ccccc3[nH]2)CC1	-1%	/	3%	23%	/	1%	/
CCC(NC(=O)NCc1ccc2c(c1)OCO2)(C(F)(F)F)C(F)(F)F	13%	-3	22%	7%	-2	/	3%
COc1ccc(-c2csc(NC(=S)NC(=O)c3ccco3)n2)cc1Br	3%	4	23%	-20%	10	?	-2%
O=C(NCC1CCCO1)c1cc2cc(Cl)ccc2[nH]1 (centres undefined)	-1%	43*	-1%	13%	33*	1%	-2%
CCn1c(COc2ccccc2C)nnc1SCC(=O)N1CCN(c2ccccc2)CC1	11%	-7	-12%	10µM*	10	?	0%
CCOC(=O)C1CCN(S(=O)(=O)c2ccc(Cl)nc2)CC1	-1%	-2	-8%	42%[activator]	-5	-17%	-9%
Nc1cc(Cl)ccc1Nc1ccncc1	-2%	-11	-11%	15%	-2	?	4%
CCc1ccc(NC(=O)CS(=O)CC(=O)NCCCc2ccccc2)cc1 (centres undefined)	0%	-7	3%	1%	1	?	3%
O=C(CC1NCCNC1=O)Nc1cc(Cl)cc(Cl)c1 (centres undefined)	0%	-13	25%	9%	-6	12%	4%
CCOC(=O)CCCC(=O)N1CCOCCOCCOCC1	4%	23	0%	-26%	0	-17%	0%
Cc1ccn2cc(-c3cnoc3C)nc2c1	-18%	82	0%	128%[activator]	18	/	?
CN(C)S(=O)(=O)N(CC(=O)Nc1ccccc1)c1ccccc1	-3%	-4	0%	1%	-1	15%	7%
COc1ccc(C(=O)/C=C/c2cccs2)c(OC(=O)N2CCOCC2)c1	1%	1	0%	?	9	?	4%
NC(=O)C1CCN(C(=O)CN2CCc3ccccc32)CC1	-18%	-15	-19%	-20%	-3	3%	-14%
NC(=O)CC(NC(=O)Cc1cccc2ccccc12)c1ccc(NC2CCCCCCC2)c([N+](=O)[O-])c1 (centres undefined)	-4%	9	-7%	62%[activator]	-5	2%	7%
COc1ccc(NC(=O)C2CCCC2)cc1	-9%	22	-8%	29%	10	?	1%
CCN(CC)S(=O)(=O)c1ccc(NC(=O)Cn2c(=O)oc3ccccc32)cc1	-6%	-3	22%	-1%	1	/	-3%
O=C(CCc1nc2ccccc2c(=O)[nH]1)NCCN1C(=O)S/C(=C\c2ccc(Cl)cc2Cl)C1=O	-1%	/	13%	?	/	23%	/
CCOC(=O)C1CCN(C(C(=O)Nc2ccc3c(c2)OCCO3)c2ccccc2)CC1 (centres undefined)	-2%	-3	-8%	-17%	-1	374%[activator]	1%
Cc1ccc(NC(=O)C2CCCN(c3ncnc4c3nc3n4CCCCC3)C2)nc1 (centres undefined)	6%	-13	0%	?	-2	1%	-6%
O=C1c2c(O)cccc2Cc2cccc(O)c21	-1%&0%	/	-16%	32%&-5%[activator]	/	-6%&0%	/
COc1cc2c(cc1OC)C(c1cccs1)N(C(=O)c1ccc(S(=O)(=O)N(C)C)cc1)CC2 (centres undefined)	3%	-1	-19%	10µM*	9	13µM*	3%
CN1CCc2ccccc2C1C1CCNCC1 (centres undefined)	3%	31	5%	15%	2	?	-4%
COc1ccc(OC)c(NC(=O)C2CCN(C(=O)C3CC(=O)N(c4ccc(C)cc4)C3)CC2)c1 (centres undefined)	-2%	-5	2%	-7%	-2	0%	-2%
Cc1nn(CCc2nc(-c3ccco3)cs2)c2[nH]c(=O)cc(C(F)(F)F)c12	-15%	5	7%	/	-1	9.3µM*	11%
O=C1CC(N2CCOCC2)C(=O)N1c1cccc(Cl)c1 (centres undefined)	-11%	-6	-9%	33%[activator]	1	?	2%
COc1ccc(N2CCN(C(CNC(=O)C(=O)NCCCO)c3ccco3)CC2)cc1 (centres undefined)	0%	-4	7%	-1%	-3	33%[activator]	1%
CCN(CC(=O)Nc1cccc(S(=O)(=O)N2CCOCC2)c1)Cc1ccccc1	-1%	/	14%	?	/	?	/
CC1CCN(S(=O)(=O)N2CCC(C(=O)NCCN3CCOCC3)CC2)CC1	11%	-6	-3%	2%	-5	/	4%
Cc1ccc(C(C)C)c(OCCn2c(=O)oc3ccccc32)c1	0%	6	-12%	?	-3	-14%	5%
CC1C=CCC2C(=O)N(c3cccc(C(=O)N4CCN(c5ccc(F)cc5)CC4)c3)C(=O)C12 (centres undefined)	-28%	89	-9%	226%[activator]	69	/	0%
Cc1ccc(C)c(S(=O)(=O)C(C#N)c2nc3ccccc3nc2N2CC(C)OC(C)C2)c1 (centres undefined)	5%	21	3%	13µM*	3	-24%	-3%
COc1ccc(OC)c(NC=C2C(=O)OC(C)(C)OC2=O)c1	-1%	16	22%	26%	8	59%[activator]	0%
C=CCOc1ccc2c(c1)c(S(=O)(=O)c1ccc(C)cc1)cn2COC	7%	-11	8%	?	11	9%	3%
CN(c1ccccc1)S(=O)(=O)c1ccc(C(=O)NCC(c2ccco2)N2CCCCC2)cc1 (centres undefined)	-2%	/	0%	?	/	7.4µM*	/

Copied from the list.
CC1C=CCC2C(=O)N(c3cccc(C(=O)N4CCN(c5ccc(F)cc5)CC4)c3)C(=O)C12 (centres undefined) – LmPK inh: 0%
O=C1c2c(O)cccc2Cc2cccc(O)c21 – Pf growth 48h: 32%&-5%[activator]
Cc1ccc(C(C)C)c(OCCn2c(=O)oc3ccccc32)c1 – LmPK inh: 5%
COc1ccc(N2CCN(C(CNC(=O)C(=O)NCCCO)c3ccco3)CC2)cc1 (centres undefined) – Shiga inhibitor: -4

Some of these compounds in order of number of heavy atoms, largest number first.
SMILES	TbPYK inhibitor	Shiga inhibitor	AMA1 RON2 block	Pf growth 48h	CHX counter	Pf growth 96h	LmPK inh
COc1cc2c(cc1OC)C(c1cccs1)N(C(=O)c1ccc(S(=O)(=O)N(C)C)cc1)CC2 (centres undefined)	3%	-1	-19%	10µM*	9	13µM*	3%
Cc1ccc(C)c(S(=O)(=O)C(C#N)c2nc3ccccc3nc2N2CC(C)OC(C)C2)c1 (centres undefined)	5%	21	3%	13µM*	3	-24%	-3%
CCN(CC(=O)Nc1cccc(S(=O)(=O)N2CCOCC2)c1)Cc1ccccc1	-1%	/	14%	?	/	?	/
O=C1CC(N2CCOCC2)C(=O)N1c1cccc(Cl)c1 (centres undefined)	-11%	-6	-9%	33%[activator]	1	?	2%

Going on with the list.
SMILES	TbPYK inhibitor	Shiga inhibitor	AMA1 RON2 block	Pf growth 48h	CHX counter	Pf growth 96h	LmPK inh
CCN(C(=O)COC(=O)c1cccnc1Nc1ccccc1F)C1CCS(=O)(=O)C1 (centres undefined)	-2%	54*	-5%[2.32 µM]	153%[activator]	62*	159%[activator]	?
Cc1ccc(NCCC(=O)c2cccc([N+](=O)[O-])c2)cc1	-15%	19*	?	5%	29*	-2%	-6%
CCOc1ccc(S(=O)(=O)N2CCOCC2)cc1NC(=O)Cc1c(F)cccc1Cl	4%	/	-17%	-3%	/	?	/
CN(CC(=O)Nc1ccccc1Cl)C(=O)COC(=O)c1cc([N+](=O)[O-])ccc1N1CCOCC1	-6%	/	-15%	-1%	/	0%	/
CC1=CC(=C(C#N)c2nc3ccccc3s2)C=C(C)N1CC1CCCO1 (centres undefined)	-1%	5	2%	?	2	2.9µM*	-4%
COC(=O)/C(C#N)=C/c1ccc(-c2ccc(S(N)(=O)=O)cc2)o1	-9%	13	0%	33%[activator]	1	41%[activator]	1%
COc1cccc(C2C(C(=O)OC(C)C)=C(C)Nc3ncnn32)c1 (centres undefined)	-1%	-12	-10%	5%	-1	40%[activator]	-1%
N#C/C(=C\Nc1ccc2c(c1)OCCO2)c1nc2ccccc2[nH]1	8%	83	2%	?	60*	/	-1%
CCOC(=O)[C@H](CCc1ccccc1)N[C@@H](C)C(=O)N1[C@H](C(=O)O)C[C@H]2CCC[C@@H]21	-1%	/	/	-6%	/	8%	/
